GLP1R inv ag: GLP-1 receptor (human) inverse agonism. HEK293 GLP-1R CRE-luciferase, luminescence, 24 h; GLP-1R form is constitutively active. 410,000 tested, 1.6% active. Potency, µM (doses to about 38.3 µM), inactives show at the top dose activity change, negative = inhibition, usual class: inhibitors. P43220; also: potency is read from the fitted curve at half-maximal effect; % is scaled to controls: 0 for no effect and ±100 for the full control effect; nearly all actives have a fitted effect of over 55% in size
Target sequence (P43220 whole entry, looked up): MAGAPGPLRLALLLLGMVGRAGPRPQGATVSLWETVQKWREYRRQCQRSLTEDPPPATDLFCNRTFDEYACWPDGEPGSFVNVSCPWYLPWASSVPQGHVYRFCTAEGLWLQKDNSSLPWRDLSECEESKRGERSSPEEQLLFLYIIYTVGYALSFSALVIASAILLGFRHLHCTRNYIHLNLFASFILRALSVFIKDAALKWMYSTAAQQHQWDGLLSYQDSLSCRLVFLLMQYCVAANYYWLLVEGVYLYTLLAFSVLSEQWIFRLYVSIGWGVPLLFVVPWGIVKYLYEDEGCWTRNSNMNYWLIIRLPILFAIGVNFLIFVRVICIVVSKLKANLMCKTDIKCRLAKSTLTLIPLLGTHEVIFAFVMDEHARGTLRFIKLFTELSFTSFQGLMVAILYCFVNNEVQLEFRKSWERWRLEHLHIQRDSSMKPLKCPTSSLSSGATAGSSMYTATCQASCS
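Cells are plated, allowed 12 hours at 37 deg C, then treated with compounds for 24 hr before luciferase detection reagent is added and luminescence is read after 12 min at room temperature. The HEK293 line carries constitutively active GLP-1R with a cAMP-responsive reporter.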
aSyn rescue: alpha-synuclein toxicity inhibition in yeast. Potency, µM (doses to about 46.1 µM), inactives show at the highest dose growth rescue (activation), actives largely listed as activators. AID 652106. 370,000 tested, 0.14% active. Yeast expressing alpha-synuclein, growth rescue, BacTiter-Glo, 24 h; also: potency is read from the fitted curve at half-maximal effect; % of control where 0% means no effect; nearly all actives have a fitted effect of over 65% in size
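Readout is rescue of growth in alpha-synuclein-expressing yeast, so inhibitors of toxicity appear as activators. Growth after 24 hr at 30 deg C in galactose medium is quantified by luminescence.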
PTHR1 ag: agonists of human PTHR1 parathyroid hormone receptor. Q03431. HEK293 GP2 PTHR1 cells, GloSensor cAMP luminescence, 1 h. Potency, µM (doses to about 115 µM), for the others: at the top dose activation, hits mostly activators. 410,000 tested, 0.075% active; also: potency is read from the fitted curve at half-maximal effect; nearly all actives have a fitted effect of over 55% in size; some results filed as inactive show a strong effect at the top dose; inactives centre near -15; many of its hits are not listed in these tables
Target sequence (Q03431 whole entry, looked up): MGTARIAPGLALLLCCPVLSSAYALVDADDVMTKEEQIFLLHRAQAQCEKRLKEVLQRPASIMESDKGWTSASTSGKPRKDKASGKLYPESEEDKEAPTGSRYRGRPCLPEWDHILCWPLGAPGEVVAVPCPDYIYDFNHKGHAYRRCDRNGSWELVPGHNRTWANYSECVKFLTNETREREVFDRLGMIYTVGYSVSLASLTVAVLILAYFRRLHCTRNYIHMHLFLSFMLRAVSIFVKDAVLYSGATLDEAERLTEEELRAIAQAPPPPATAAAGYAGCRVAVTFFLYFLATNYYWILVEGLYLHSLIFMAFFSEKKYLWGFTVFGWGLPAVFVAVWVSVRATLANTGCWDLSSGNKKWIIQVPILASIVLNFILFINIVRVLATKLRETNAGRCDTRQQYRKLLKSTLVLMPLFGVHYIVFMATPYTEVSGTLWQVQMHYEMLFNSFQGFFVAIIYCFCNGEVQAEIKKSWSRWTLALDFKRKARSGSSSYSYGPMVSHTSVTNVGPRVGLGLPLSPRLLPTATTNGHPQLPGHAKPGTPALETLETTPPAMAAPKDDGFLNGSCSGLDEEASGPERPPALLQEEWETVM
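HEK-293-derived GP2 cells expressing PTHR1 and a GloSensor cAMP reporter, 3,000/well, plated overnight, given luciferin plus IBMX (each 0.5 mM as added) for 1 h at 37 °C, then compound for 1 h at 37 °C. Luminescence was read after 15 min at room temperature.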
Abeta rescue: compounds reversing amyloid beta toxicity in yeast; Potency, µM (highest dose often 46.1 µM), for inactives: top-dose growth rescue, usual class: activators; 410,000 tested, 0.063% active; yeast expressing A-beta42, growth rescue, OD600, 48 h; response scale: 0% DMSO, 100% iron-clioquinol control; also: potency is read from the fitted curve at half-maximal effect; nearly all actives have a fitted effect of over 55% in size
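Yeast A-beta toxicity model in growth medium with pinned compounds, 48 h at 30 C; growth read as absorbance at 600 nm. Normalized to FeCl3/clioquinol equimolar mix (positive) and DMSO (negative).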
Akt phos inh: inhibitors of Akt phosphorylation; Neuro2A IGF-stimulated pAkt S473 HTRF, 20 min; active compounds read low; 360,000 tested, 0.32% active; activity change, % for hits at 50 µM; AID 651550; in the data active = activity change below about -80%; inconclusive = mostly about -51% to -80%; also: % is scaled to controls: 0 for no effect and ±100 for the full control effect
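Neuro2A cells in DMEM with 0.5% FBS, overnight at 37 deg C, given compound at single 50 µM final, then IGF (6 nM final) for 20 min at 37 deg C. Lysed; phospho-Akt Ser473 by HTRF after 24 h, 665/615 ratio.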
Mm-Cpn inhibitor: M. maripaludis TRiC chaperonin inhibition; purified Mm-Cpn ATPase, ADP Transcreener TR-FRET; Potency, µM (doses to about 76.9 µM), for the others: at the top dose activity, negative = inhibition, most hits filed as inhibitors; 330,000 tested, 0.031% active; AID 504842; also: potency is read from the fitted curve at half-maximal effect; % is scaled to controls: 0 for no effect and ±100 for the full control effect; nearly all actives have a fitted effect of over 80% in size
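25 nM Mm-CPN + cpd, 10 min 37°C; + 10 uM ATP, 30 min 37°C; buffer 30 mM Tris pH 7.4, 100 mM KCl, 5 mM MgCl2, 1 mM DTT; Transcreener ADP HTRF detection 30 min RT.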
FUS suppressor: suppressors of FUS proteinopathy in yeast. S. cerevisiae FUS-expressing, growth rescue, OD600, 24 h. Potency, µM (titrated, usually from 76.6 µM), inactives show at the highest dose growth rescue (activation), actives largely listed as activators. 390,000 tested, 0.24% active;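 also: potency is read from the fitted curve at half-maximal effect; plate controls were DMSO vehicle for no effect and reference control for full effect; nearly all actives have a fitted effect of over 55% in size; some results filed as inactive show a strong effect at the top dose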
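Read-out: OD at 600 nm after 24hr at 30C, reporting rescue of FUS-induced yeast toxicity. Cells at OD 0.005 in galactose (2%) minimal medium; compounds tested in a dilution series; CP55940 titration from 92uM final as control.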
GLP1R cytotox: cytotoxicity in counter-screen for GLP-1R inverse agonists; HEK293 cAMP-luciferase reporter cells, luminescence, 24 h; Potency, µM (highest dose often 38.3 µM), for the others: top-dose activity change, negative = inhibition, actives largely listed as inhibitors; 410,000 tested, 0.13% active; AID 624418;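 also: loss of luciferase light is scored as toxicity; potency is read from the fitted curve at half-maximal effect; % is scaled to controls: 0 for no effect and ±100 for the full control effect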
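Quantitative HTS format, 1536 wells, 200 cells/uL seeded. Compounds: 23 nL, 24 h, 37 °C. Detection: luciferase reagent, luminescence at 12 min RT; decreased signal taken as cytotoxic.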
TDP-43 yeast inh: rescues yeast growth from TDP-43 toxicity | 410,000 tested, 1.8% active | Potency, µM (highest dose often 46.1 µM), inactives show at the highest dose growth rescue (activation), actives largely listed as activators | TDP-43 expressing yeast growth rescue, BacTiter-Glo, 24 h; also: potency is read from the fitted curve at half-maximal effect; % of control where 0% means no effect; nearly all actives have a fitted effect of over 50% in size
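Luminescence from BacTiter-Glo reports growth of TDP-43-expressing yeast after 24 hr at 30 deg C with compound. Cells were raffinose-pregrown to mid-log, then seeded in galactose medium at OD600=0.02.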
Numbers without * were called inactive; i = inactive; ? = inconclusive; . = not tested or not shown; & = joins results of further samples; [ ] = another dose, or the depositor's remark. Unless noted, calls follow the shape of the dose curve; as a rule, active = well fitted curve in the direction sought with a large enough effect; inconclusive = small, poorly fitted or top-dose-only effect, or another doubt; inactive = no such curve, though single readings can be large; an effect the other way counts as inactive or inconclusive. An excerpt; rates above refer to the full screens.

SMILES	GLP1R inv ag	aSyn rescue	PTHR1 ag	Abeta rescue	Akt phos inh	Mm-Cpn inhibitor	FUS suppressor	GLP1R cytotox	TDP-43 yeast inh
CCOCCCNC(=O)C1CCN(S(=O)(=O)c2cc(Br)cc3c2N(C(=O)CC)CC3)CC1	13.3%	4.9%	i	11.6%	i	2.4%	14.1%	1.6%	-5.4%
O=C(Nc1ccc(-n2cnnn2)cc1)C1CCCN1C(=O)Nc1ccc(Br)cc1 (stereo unspecified)	3.8%	4.1%	-65.7%[inhibitor]	-14.4%	i	-1.7%	26.9%	2.9%	-30.5%[inhibitor]
Cn1c(N)c(C(=O)COC(=O)c2ccc(Cl)nc2)c(=O)n(C)c1=O	11.1%	2.1%	i	-12.8%	i	0.2%	22.3%	27.7%	2.5%
N#Cc1c(N)nc(SCC(=O)NC2CCCCC2)c(C#N)c1-c1ccc(Cl)cc1	6.7%	1.7%	i	10.4%	i	-1.4%	24.3%	3.0%	-11.3%
Cc1ccc(N(CC#N)C(=O)CS(=O)(=O)c2cccc([N+](=O)[O-])c2)cc1	-10.5%	0.5%	i	8.2%	i	0.0%	-5.5%	7.8%	1.6%
COc1ccc(OCCCN2CCc3ccccc3C2)cc1	-42.6%	-3.5%	i	-3.0%	i	-0.2%	3.0%	12.4%	-12.3%
Cc1cccc(C)c1NC(=O)c1ccc([N+](=O)[O-])s1	-9.9%	-0.5%	-3.5%	-27.6%	i	0.4%	25.3%	-9.1%	11.0%
O=C(CN1CCCC1)NC(=O)NC1CCCC1	6.5%	1.1%	i	-0.8%	i	3.0%	0.2%	4.4%	14.7%
CC(Sc1nnc(-c2ccccc2F)o1)C(=O)Nc1ccc(N2CCOCC2)cc1 (stereo unspecified)	60.5%[activator]	-4.5%	15.0%	-13.4%	i	0.4%	12.4%	-4.0%	-10.4%
O=C(C1=C[C@H](c2ccc3c(c2)OCO3)C[C@H](OCc2ccc(CO)cc2)O1)N1CCCCCCC1	-1.3%	8.5%	-18.7%	2.6%	i	.	33.8%	-2.6%	6.1%
O=C(CN1CCN(c2ccccc2O)CC1)Nc1ccc([N+](=O)[O-])cc1Br	-9.2%[0.307 µM]	10.2%	-33.6%[inhibitor]	13.2%	i	6.7%	19.8%	5.5%[0.307 µM]	-2.3%
CC(C)Sc1oc(-c2cccs2)nc1S(=O)(=O)c1ccc(Cl)cc1	?	.	-10.0%	20.6%	.	.	17.3%	-11.3%	3.2%
COc1ccccc1CNC(=O)c1ccc(OCC2CCCO2)cc1 (stereo unspecified)	7.5%	12.2%	i	18.3%	i	-0.4%	.	-16.2%	0.0%
CC(=O)c1c(C)[nH]c(C(=O)N(C)C(c2ccccc2)c2ccccc2)c1C	?	1.7%	-32.0%[inhibitor]	13.1%	i	-2.8%	16.8%	2.3%	27.5%
Cc1cc2oc(C(=O)Nc3ccc(S(=O)(=O)N4CCCCCC4)cc3)cc(=O)c2cc1C	-1.2%	.	i	-12.6%	.	.	-16.0%	7.9%	21.2%
Cc1ccc(C)c(N2CCN(C(=O)Cn3ncc4c([nH]c5ccc(C)cc54)c3=O)CC2)c1	4.1%	-1.8%	i	-4.6%	.	-1.7%	7.7%	-0.6%	12.0%
COc1cc(/C=C2/C(=N)N3C(=NC2=O)SN=C3S(C)(=O)=O)ccc1OC(=O)c1ccco1	13.1%	4.8%	-45.3%[inhibitor]	2.9%	i	-2.0%	27.1%	-16.0%	14.3%
CC(C)c1ccc(NC(=O)N2CCC(c3nc4ccccc4o3)CC2)cc1	0.0%	2.5%	?	1.9%	i	-0.2%	2.2%	4.4%	-11.4%
COc1ccc(N2c3ccccc3CN(Cc3ccccc3)CC2Cc2cc(OC)c(OC)c(OC)c2)cc1 (stereo unspecified)	-19.4%	-28.9%	-1.9%	-9.1%	i	.	27.3%	0.9%	10.1%
Cc1nn(C)cc1S(=O)(=O)N1CCN(c2cccc(Cl)c2)CC1	-6.9%	14.1%	i	8.7%	i	-1.1%	-0.2%	-11.9%	16.6%
Nc1nc(=S)ss1	1.6%	-10.9%	-22.3%	?	i	.	-28.3%	-8.8%	7.5%
COC(=O)c1ccc(C(=O)OC)c(NC(=O)CN2CCN(c3ccccc3OC)CC2)c1	-0.7%	9.4%	-7.5%[57.5 µM]	-4.4%	.	-1.2%	16.5%	-1.4%	-9.8%
Cn1c(=O)n(C)c2cc(NC(=O)Cc3ccccc3[N+](=O)[O-])ccc21	6.1%	-3.7%	-16.9%	9.2%	i	-0.9%	-5.4%	1.4%	12.4%
CCCCN(C(=O)c1cc(=O)[nH]c2ccccc12)c1c(N)n(CCC)c(=O)[nH]c1=O	38.1%[activator]	-1.1%	i	-0.4%	i	-3.4%	17.9%	-6.9%	6.2%
CC1(C(=O)NS(=O)(=O)c2cccc(Cl)c2)CCN1C(=O)c1cccc(F)c1 (stereo unspecified)	22.0%	0.5%	i	4.6%	i	.	-11.2%	-12.6%	9.1%

Gathered by group, the compounds so far with fluorine.
SMILES	GLP1R inv ag	aSyn rescue	PTHR1 ag	Abeta rescue	Akt phos inh	Mm-Cpn inhibitor	FUS suppressor	GLP1R cytotox	TDP-43 yeast inh
CC(Sc1nnc(-c2ccccc2F)o1)C(=O)Nc1ccc(N2CCOCC2)cc1 (stereo unspecified)	60.5%[activator]	-4.5%	15.0%	-13.4%	i	0.4%	12.4%	-4.0%	-10.4%
CC1(C(=O)NS(=O)(=O)c2cccc(Cl)c2)CCN1C(=O)c1cccc(F)c1 (stereo unspecified)	22.0%	0.5%	i	4.6%	i	.	-11.2%	-12.6%	9.1%

Next part
SMILES	GLP1R inv ag	aSyn rescue	PTHR1 ag	Abeta rescue	Akt phos inh	Mm-Cpn inhibitor	FUS suppressor	GLP1R cytotox	TDP-43 yeast inh
Cc1ccc2cccc(OC(=O)/C=C\c3ccccc3)c2n1	?	3.5%	-44.9%[inhibitor]	6.6%	i	0.7%	-7.2%	?	10.1%
O=C(C1CCCO1)N1CCN(S(=O)(=O)c2ccc(Cl)cc2)CC1 (stereo unspecified)	4.0%	-0.1%	i	-3.2%	i	-2.8%	-1.2%	6.1%	-1.5%
CCOc1ccccc1Oc1ncnc2c1oc1ccccc12	?	.	-26.6%	-3.8%	.	.	37.6%	-15.6%	?
Cc1ccc(C)c(NC(=O)c2cc(S(=O)(=O)N3CCCCCC3)ccc2F)c1	3.6%	.	-12.6%	-10.7%	.	.	-2.0%	-6.6%	10.3%
O=C(COC(=O)C1CC2CCCC(C1)C2=O)NNC(=O)c1ccccc1F (stereo unspecified)	14.8%	0.8%	i	18.0%	i	-0.1%	-15.9%	11.2%	3.4%
Oc1c(Cl)cc(Cl)cc1C=Nc1ccc(Br)cc1	-19.9%	0.6%	-16.2%[57.5 µM]	9.6%	i	-2.1%	-28.2%	9.7%	-6.4%
Cc1ccc(CNC(=O)Cn2ccc3ccccc3c2=O)o1	1.9%	-6.4%	-0.9%	-5.9%	i	1.0%	24.2%	-17.1%	-2.3%
CCOC(=O)N1CCC(NC(=O)c2cnn(-c3cccc(F)c3)c2-n2cccc2)CC1	3.1%	.	-29.3%	-29.8%	.	.	8.5%	3.0%	-1.2%
C=CCn1c(SCC(=O)NC23CC4CC(CC(C4)C2)C3)nc(O)cc1=O	14.1%	7.0%	-6.1%[57.5 µM]	9.4%	i	-0.4%	35.9%	-8.1%	5.3%
Cc1ccc(/C=C2\OC(=O)c3ccccc32)cc1	7.6%	-7.4%	-90.7%[inhibitor]	1.5%	i	0.9%	0.3%	9.3%	-18.0%
COc1ccccc1CNC(=O)CN1C(=O)c2ccccc2S1(=O)=O	7.5%	6.1%	-30.8%[inhibitor]	8.3%	i	-0.8%	10.6%	0.6%	-7.4%
C=CCOc1ccc(CNc2nccs2)cc1	?	-16.7%	-8.6%[57.5 µM]	8.6%	i	0.7%	-25.0%	-0.7%	10.5%
COc1ccc(-c2ncc3ccccn23)cc1	0.2%	-1.7%	-13.2%	1.4%	i	-2.2%	-6.8%	-2.5%	1.8%
Cc1ccc(-c2noc(-c3ccccc3C(=O)NCC3CCCO3)n2)cc1 (stereo unspecified)	-7.8%	0.5%	-16.4%	5.8%	i	1.3%	-4.5%	-5.8%	?
COc1ccc(C(=O)Nc2ccc3oc(-c4cccnc4)nc3c2)cc1OC	14.5%&9.0%	-1.6%	-75.2%[inhibitor]	4.3%&-12.0%	i	2.3%	22.8%&26.1%	0.0%&-7.7%	3.6%&17.0%
O=C(N/N=C/c1ccc(Br)cc1)c1ccc(NC(=O)c2ccccc2)cc1	7.3%	4.0%	i	1.4%	i	.	-8.6%	-3.4%	15.4%
CC(C)NC(=O)COc1ccc(S(=O)(=O)N2CCOCC2)cc1	-1.1%	-4.7%	-13.3%[57.5 µM]	-2.1%	i	-0.4%	7.2%	10.7%	0.3%
C/C(=N\N1CCCCC1)c1ccccc1O	12.9%	5.5%	i	3.9%	i	-2.9%	-22.2%	10.2%	26.9%
N#CCC1(O)C(=O)N(Cc2ccccc2)c2ccccc21 (stereo unspecified)	14.9%	3.0%	-16.7%	-8.6%	i	.	-18.3%	-3.9%	28.5%
CCc1nnc(SCc2cccc(F)c2)nc1CC	10.0%	13.7%	-27.4%	-9.6%	i	.	-21.3%	2.3%	35.4%
COc1cccc(Cc2nc3ccccc3nc2SCC(=O)N2CCc3ccccc32)c1	0.5%	.	27.9%	-2.3%	.	.	11.3%	4.8%	21.2%
CC(C)(C)c1cc(CCC(=O)N2CCCC2)cc(C(C)(C)C)c1O	?	-0.5%	-12.2%	-0.7%	i	1.6%	31.6%	12.4%	-5.4%

Compound activity (PubChem BioAssay)
